HTR5A inv ag = counter-screen for OPRM1-OPRD1 inverse agonists: human HTR5A inverse agonism; P47898; HTR5A cell line, luminescence; inhibition, % at 9.3 µM; 340,000 tested, 0.083% active; in the data active = inhibition mostly above about 23%, no sharp cut-off; inactive = mostly below about 18%;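 also: 0% = cells with DMSO and 100% = no-cell wells with DMSO; some compounds called inactive have numbers as strong as hits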
dFosB activator = enhances mouse delta FosB homodimer DNA binding; P13346; purified delta FosB, TAMRA-CDK5 oligo fluorescence polarization; percent of positive-control signal above neutral wells; activation, % at 25 µM; 340,000 tested, 0.99% active;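 active = mean activation above about 17%, with every replicate also reaching it, limit read from the data, passing the limit was not always enough; inconclusive = only one of the two conditions met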;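 also: fluorescence polarization rise as delta FosB binds a TAMRA Cdk5 AP-1 oligo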
HTR5A ag = activates human HTR5A in OPRM1-OPRD1 agonist counter-screen. P47898. HTR5A agonist assay, luminescence, cell-based. activation, % at 9.3 µM. 340,000 tested, 0.61% active. AID 504692; in the data active = activation mostly above about 9.5%, no sharp cut-off; inactive = mostly below about 7.6%;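 also: 0% = cells with vehicle only and 100% = reference agonist; strong numbers were not always called active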
V-ATPase pH = alters yeast V-ATPase proton transport; response, % at 10 µM; S. cerevisiae, pHLuorin cytosolic pH fluorescence; 350,000 tested, 0.37% active; AID 504577; in the data active = response mostly above about 7.3%, no sharp cut-off; inactive = mostly below about 5.4%; also: actives read high; inactives centre near 0; some compounds called inactive have numbers as strong as hits; reference of the scale not given here
Wnt act = activates Wnt/beta-catenin signaling in a reporter cell assay; activator, plate reader; activation, % at 9.35 µM; 300,000 tested, 1.2% active; in the data active = activation above about 30%, passing the limit was not always enough; inconclusive = no clear call, values can overlap the other calls;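 also: 0% = neutral control wells and 100% = positive control wells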
NSD2 inh = NSD2 (human) methyltransferase inhibition; inhibition, % at 12.5 µM; 310,000 tested, 0.54% active; NSD2 peptide methylation, AlphaScreen, 120 min; O96028; in the data active = inhibition above about 50%
Target sequence (O96028 whole entry, looked up): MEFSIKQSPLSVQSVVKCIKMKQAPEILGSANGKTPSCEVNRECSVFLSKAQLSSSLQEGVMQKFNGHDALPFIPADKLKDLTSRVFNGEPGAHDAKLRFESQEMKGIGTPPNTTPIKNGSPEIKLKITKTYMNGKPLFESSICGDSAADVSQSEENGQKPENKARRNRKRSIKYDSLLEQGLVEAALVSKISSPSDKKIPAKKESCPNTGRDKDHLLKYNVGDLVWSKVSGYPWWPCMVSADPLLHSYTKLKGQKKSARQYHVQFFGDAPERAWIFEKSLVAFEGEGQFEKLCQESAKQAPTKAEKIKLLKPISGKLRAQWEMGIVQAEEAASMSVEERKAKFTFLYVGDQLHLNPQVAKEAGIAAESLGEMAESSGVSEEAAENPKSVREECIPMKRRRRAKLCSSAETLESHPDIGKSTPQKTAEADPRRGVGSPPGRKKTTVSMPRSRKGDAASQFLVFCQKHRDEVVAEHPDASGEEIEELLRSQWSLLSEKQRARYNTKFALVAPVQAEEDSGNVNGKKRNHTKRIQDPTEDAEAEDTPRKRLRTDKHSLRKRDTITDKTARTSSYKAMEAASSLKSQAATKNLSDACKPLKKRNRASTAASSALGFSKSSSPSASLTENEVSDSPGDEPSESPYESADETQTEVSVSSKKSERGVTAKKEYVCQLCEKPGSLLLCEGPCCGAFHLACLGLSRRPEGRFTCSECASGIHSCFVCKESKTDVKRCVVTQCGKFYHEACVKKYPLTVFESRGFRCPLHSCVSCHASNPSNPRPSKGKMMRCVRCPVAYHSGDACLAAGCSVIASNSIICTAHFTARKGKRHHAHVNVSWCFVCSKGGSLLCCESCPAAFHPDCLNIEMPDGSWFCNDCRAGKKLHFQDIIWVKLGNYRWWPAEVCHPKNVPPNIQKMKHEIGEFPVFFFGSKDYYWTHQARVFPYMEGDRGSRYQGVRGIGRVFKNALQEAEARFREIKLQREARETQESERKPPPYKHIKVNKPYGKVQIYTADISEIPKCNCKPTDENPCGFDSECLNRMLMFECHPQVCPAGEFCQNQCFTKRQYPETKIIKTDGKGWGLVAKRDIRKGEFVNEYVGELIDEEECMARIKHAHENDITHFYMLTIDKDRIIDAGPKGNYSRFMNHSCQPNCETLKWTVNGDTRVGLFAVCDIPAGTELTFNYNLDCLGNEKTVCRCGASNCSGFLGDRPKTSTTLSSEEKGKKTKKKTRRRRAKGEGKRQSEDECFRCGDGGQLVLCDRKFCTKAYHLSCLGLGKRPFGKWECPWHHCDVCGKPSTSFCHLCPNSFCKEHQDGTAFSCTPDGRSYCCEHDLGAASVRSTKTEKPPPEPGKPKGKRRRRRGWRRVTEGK
MITF TRPM1 HTS = MITF TRPM1 promoter activation in melanoma cells | activation, % at 12.5 µM | SK-MEL-5 TRPM1-promoter luciferase, 24 h; % of positive control, neutral wells = 0 | 300,000 tested, 0.75% active;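 active = mean activation of at least 80% with every replicate also reaching 80%; inconclusive = mean reaches 80% but some replicate falls short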;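 also: 0% = neutral control wells and 100% = parthenolide positive control wells; values of inactives mirror those of a sister screen read the other way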
SR-BI HDL uptake = inhibitors of mouse SR-BI mediated HDL lipid uptake; Q61009; ldlA[mSR-BI] CHO cells, DiI-HDL uptake fluorescence, 3 h; inhibition, % at 12.5 µM; 320,000 tested, 0.96% active;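 active = mean replicate inhibition of at least 70% and a set share of replicates each scoring 70 or more; inconclusive = meets just one of the two criteria; inactive = fails both criteria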;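 also: 0% = median of neutral control wells and 100% = median of positive control wells; values of inactives mirror those of a sister screen read the other way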
CDK5 inh = blocks human CDK5/p35 kinase activity. Q00535+Q15078. Recombinant CDK5/p35, ADP-Glo luminescence, 60 min. inhibition, % at 10 µM. 330,000 tested, 0.01% active;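 active = highest replicate inhibition of at least 50% and at least 75% of replicates reaching 50%; inconclusive = only one of the two criteria met; inactive = both criteria failed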;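 also: plate controls were DMSO neutral control for no effect and GW8510 at 10 µM for full effect; many of its hits are not listed in these tables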
PvdQ acylase = blocks Pseudomonas aeruginosa PvdQ acylase activity | purified PvdQ acylase, fluorescence plate reader | inhibition, % at 10 µM | 340,000 tested, 0.063% active | AID 488965; in the data active = inhibition above about 30%, passing the limit was not always enough; inconclusive = no clear call, values can overlap the other calls;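 also: 0% = vehicle neutral wells and 100% = reference inhibitor wells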
The depositor's hits bear a star; ? = inconclusive; . = no result given.

The line under a structure holds: HTR5A inv ag	dFosB activator	HTR5A ag	V-ATPase pH	Wnt act	NSD2 inh	MITF TRPM1 HTS	SR-BI HDL uptake	CDK5 inh	PvdQ acylase
> Nc1cc(=O)[nH]c(SCC(=O)N2N=C(c3ccc4ccccc4c3)CC2c2ccccc2)n1 (centres undefined)
  -3	9	9	4	5	13	19	17	-2.4	-3
> S=C(NCCN1CCCCC1)Nc1ccccc1
  -6	1	2	-2	3	-2	-9	-33	1.9	5
> COC(=O)c1sccc1NC(=O)c1ccc(C(C)C)cc1
  -27	-10	7	5	5	-8	.	-1	0.9	-17
> C/C(Cl)=C/Cn1c(NCCCn2ccnc2)nc2c1c(=O)[nH]c(=O)n2C
  -3	-5	1	-3	4	-1	-2	-31	0.6	-4
> CCOC(=O)/C=C/c1ccc(C(F)(F)F)cc1S(=O)(=O)NC(C)(C)C
  -19	-2	1	-2	4	.	1	8	-2.1	-10
> Nc1nnn(CC(=O)N/N=C/c2cn[nH]c2-c2ccccc2)n1
  15	4	-1	0	-3	-2	.	-8	0.7	-5
> CCNS(=O)(=O)c1cc(OC)c(Cl)cc1OC
  14	-7	-4	-3	-1	-2	2	11	-0.2	5
> CC(C)(C)OC(=O)N1Cc2ccccc2C[C@H]1C(=O)NCC(=O)NC1CCCCC1
  -30	-5	-2	-1	0	-2	-9	-10	0.6	-19
> CC(C)(CNC(=O)Cc1ccc(Cl)cc1Cl)N1CCOCC1
  -23	-2	1	-2	0	-5	6	-17	-1.9	-8
> O=C(Nc1ccn(CCCNCCCN2CCCC2=O)c(=O)n1)OCc1ccccc1
  -14	-6	4	-4	-3	.	0	.	-1.2	-10
> CN1CCN(CC(=O)NC(=O)NC2CCCCC2)CC1
  -5	3	2	-1	-1	-3	1	-8	0.7	-6
> O=C1c2cccc3cccc(c23)C(=O)N1CCc1ccccc1
  -8	-6	3	2	7	-6	33	26	0.3	-11
> CC1=C(C#N)C(NC(=O)c2ccco2)(C(F)(F)F)C(=O)N1 (centres undefined)
  4	-4	-3	5	0	-3	-8	-22	0.3	2
> CCOC(=O)C1=C(C)NC(=O)NC1c1ccccc1OCc1c(F)cccc1Cl (centres undefined)
  -24	-10	3	-2	-4	4	4	-21	-1.5	-7
> Cc1cc(C)c(NC(=O)c2ccccc2N(C)S(C)(=O)=O)c(C)c1
  -2	-2	2	2	-1	-2	7	-9	-1.8	-15
> CSc1ccccc1C(=O)N1CCOCC1
  9	1	-3	-1	.	0	0	-18	0.3	6
> CCOc1ccc(OCC)c(S(=O)(=O)n2ccnc2C)c1
  5	-2	-1	1	2	-3	.	2	1.6	2
> CCCCNC(=O)c1ccc2c(=O)n(CCCOCC)c(=S)[nH]c2c1
  -8	2	3	6	.	13	.	8	0.3	-3
> CCC(=O)c1ccc(OCC(=O)Nc2ccccc2N2CCOCC2)cc1
  -7	-10	3	4	-6	0	0	25	-0.8	-11
> COc1ccc(N2CCN(Cc3nc4c(c(=O)n(C)c(=O)n4C)n3C(C)C(C)=O)CC2)cc1 (centres undefined)
  -6	-2	2	-3	.	0	1	-15	0.9	9
> O=C1NC(=Nc2ccccc2)c2c1cccc2[N+](=O)[O-]
  -18	3	1	4	.	1	-9	-26	0.2	-13
> CS(=O)(=O)N(CCc1ccccc1)CC(=O)NCc1ccncc1
  -5	2	-5	4	.	-2	-2	-5	-0.6	-10
> COc1ccc(CNC(=O)CCCn2c(SCC#N)nc3cc4c(cc3c2=O)OCO4)cc1
  8	4	-2	-1	-2	-7	-7	34	1.4	-5
> COc1ccc2c(=O)c(-c3ccc4c(c3)OCO4)coc2c1
  2	-2	1	-3	40*	.	-5	12	1.5	-11
> COc1ccc(/C=C/C(=O)O)cc1S(=O)(=O)N1CCCc2ccccc21
  -7	7	-12	-2	0	-2	5	-18	-2.1	-2
> O=C(NCc1ccc2c(c1)OCO2)c1cc([N+](=O)[O-])ccc1N1CCOCC1
  -3	6	1	-1	.	3	-17	1	0.2	-3
> CCCCC(=O)Nc1nnc(S(=O)(=O)N(C)Cc2ccco2)s1
  10	3	-2	3	1	-5	-11	-8	1.6	28
> COc1ccc(N2C(=O)CC(N3CCN(C4CCc5ccccc5C4)CC3)C2=O)cc1 (centres undefined)
  -7	-6	3	-2	.	9	.	-29	1.5	-1
> Fc1ccc(-c2nnc(CN3CCC(c4nc5ccccc5s4)CC3)o2)cc1
  18	2	-2	1	5	-3	1	15	0.4	-15
> O=C(Nc1ccc(N2CCOCC2)cc1)C1(S(=O)(=O)c2ccccc2)CC1
  11	-2	-4	-5	.	0	-1	-1	0.0	7
> Cc1ccc(-n2nc3c(c2NC(=O)c2ccccc2Br)CS(=O)C3)cc1 (centres undefined)
  17	-6	-6	0	-3	.	-13	8	-2.4	-15
> O=C1NC2(CCCCC2)Oc2ccccc21
  -12	1	-9	-1	.	2	3	-6	0.5	-15
> O=C(CSCc1nc2c(nnn2Cc2ccc(F)cc2)c(=O)[nH]1)Nc1c(Cl)cc(Cl)cc1Cl
  4	29*	-1	2	-2	-1	3	-7	-0.6	-7
> CCC(=O)N1CCN(c2nc(C)nc3sc(C)c(C)c23)CC1
  8	-1	2	1	0	-2	-1	15	0.4	-4
> CCN(Cc1nc2ccccc2c(=O)[nH]1)C(=O)COc1ccccc1Cc1ccccc1
  -3	-7	-4	-3	0	1	-11	6	1.8	0
> Cn1c(=O)n(CCc2ccccc2)c(=O)c2c1nc1n2CCN1Cc1ccco1
  .	-2	.	1	.	1	-11	33	-1.2	2
> Cc1cc(C)n2nc(C(=O)OCCOc3cccc(Br)c3)nc2n1
  -39	-9	5	0	4	0	.	-2	0.4	-7
> CCCCSc1nc2c(cnn2-c2ccc(C)c(C)c2)c(=O)[nH]1
  8	-7	-3	0	-2	.	.	0	-1.0	-9
> COc1ccc(CC(=O)n2[nH]c(=O)ccc2=O)cc1OC
  .	2	.	-6	2	.	.	-20	0.5	-7
> CCCOc1ccc2oc(=O)c3c(c2c1)CCCN3C(=O)CN(C)Cc1ccccc1
  19	-10	0	-1	-4	2	8	-7	0.7	0
> CCOC(=O)c1sc(NC(=O)C2CC=CCC2C(=O)O)nc1C (centres undefined)
  4	-9	5	-1	.	.	-16	-21	2.0	5
> Cc1oc2c(c(C)cc3oc(=O)c(CC(=O)NCC(=O)NCC(=O)O)c(C)c32)c1C
  -9	14	2	5	0	-9	-5	-21	-1.3	-11
> Cc1ccc(OCCCSc2ncccn2)cc1C
  -29	3	11	-1	.	1	?	-6	0.6	-8
> CC1CCCN(C(=O)COC(=O)CNC(=O)c2sc3ccccc3c2Cl)C1 (centres undefined)
  0	-9	0	-2	0	1	6	16	-1.4	11
> COc1ccc(OC)c(C(C)NC(=O)C(C)n2cc([N+](=O)[O-])cn2)c1 (centres undefined)
  -13	-7	5	0	-1	-1	-15	-3	0.9	-12
> CC(C)(C)C(=O)C1=C(O)C(=O)N(c2ccccc2)C1c1ccccc1 (centres undefined)
  14	2	-4	1	0	-1	.	5	1.5	-12
> Cc1ccc(C)c(SCC(=O)OC/C(O)=C(\C#N)c2nc3ccccc3[nH]2)c1
  -18	-1	6	-3	0	-5	-11	-6	-1.1	9
> Cn1ncc(Cl)c1C(=O)N1CCc2ccccc21
  -6	4	4	-3	.	-7	-7	-19	2.5	-12
> CC(=O)c1ccc(NC(=O)CSc2nnc(-c3ccncc3)n2C2CC2)cc1
  14	-1	-3	0	-1	-2	7	-2	-1.7	-14
> COc1cc(C(=O)OCC(=O)Nc2ccccc2C(=O)NC2CC2)c([N+](=O)[O-])cc1OC
  -1	-7	1	0	-3	-1	5	-7	-0.5	3
> O=C(OCC(=O)N1CCc2ccccc21)C1CCCN1S(=O)(=O)c1ccc(Cl)cc1 (centres undefined)
  -4	-7	1	-2	-1	-1	-3	7	-0.9	-12
> CC1CCN(c2cc(N3CCOCC3)c([N+](=O)[O-])cc2F)CC1
  -11	-7	4	1	.	42	-7	19	1.7	-17
> Cc1[nH]n(-c2ccccc2)c(=O)c1C(c1ccccc1C(=O)O)c1c(C)[nH]n(-c2ccccc2)c1=O
  5	-2	-2	-1	13	-1	-12	8	-1.0	-2
> CCN1CCN(c2ccc(N=Cc3ccc(O)cc3O)cc2)CC1
  -11	-4	-2	2	-1	6	-11	0	-0.5	-4
> Cc1nn(Cc2ccc(C(=O)Nc3nccs3)cc2)c(C)c1Cl
  -3	-1	-2	0	.	1	.	3	-0.8	-11
> NNC(=O)c1ccc(Cn2cccn2)o1
  -8	-1	3	2	-3	-3	-9	-24	0.3	-6
> COc1cccc(OC)c1CC1SC(=O)NC1=O (centres undefined)
  15	2	1	0	-4	1	-3	-4	0.3	-6
> CCOc1ccccc1C(=O)NC1CCN(Cc2nnnn2C2CCCC2)CC1
  -2	-3	1	-2	-1	0	.	3	2.0	-4
> COC(=O)c1cc(OC)nc2c1c(=O)n(C)c(=O)n2C
  -6	2	-4	-2	.	-2	3	1	.	9
> Cc1cc(C)n2nc(CC(=O)NNC(=O)c3ccc(N(C)C)cc3)nc2n1
  -7	-8	2	-1	4	-4	2	-29	-1.3	3

Next part:
The line under a structure holds: HTR5A inv ag	dFosB activator	HTR5A ag	V-ATPase pH	Wnt act	NSD2 inh	MITF TRPM1 HTS	SR-BI HDL uptake	CDK5 inh	PvdQ acylase
> O=C(COC(=O)CSc1nnc(-c2ccc(Cl)cc2)o1)NCc1ccc2c(c1)OCO2
  -2	24*	-1	1	.	.	1	-17	1.3	-6
> CCc1ccc(NC(=O)C(=O)NCC2CCCO2)cc1 (centres undefined)
  -3	-6	-6	0	9	.	62	-3	1.0	11
> CCOC(=O)NC1(C(F)(F)F)C(=O)N(Cc2ccccc2)C2=C1C(=O)CC(C)(C)C2 (centres undefined)
  0	2	-5	-1	1	-1	-6	-20	0.1	-13
> Cc1ccccc1Nc1nnc(SCC(=O)Nc2ccccc2[N+](=O)[O-])s1
  24	-6	-1	-1	1	2	1	4	.	4

Assay outcomes from PubChem BioAssay.
